IDE inh – cellular human IDE inhibition. inhibition, % at 5.59 µM. hit rate 0.41% among 320,000. P14735. HEK cells, FAbetaB cleavage, fluorescence polarization. AID 434962;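 active means percent inhibition above the average of all tested compounds plus 3 SD, set per screening campaign, cut at about 16% in these data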;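 further: IDE supplied by intact live HEK cells; FP after avidin binding of uncleaved biotin substrate so inhibition keeps polarization high; 0% = DMSO wells and 100% = 60 µM reference IDE inhibitor Ii1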
pCIP destab – p/CIP protein destabilization | F442A p/CIP-EGFP cells, EGFP fluorescence, 16 h | hit rate 0.01% among 290,000 | decrease of EGFP signal, % at 10 µM | AID 1984;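 active means EGFP signal decrease of at least 30% at 10 µM or well 3 SD below plate mean, unless failing retest; inactive means the rest, including hits failing retest or dose response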; further: some compounds called inactive have numbers as strong as hits; many of its hits are not listed in these tables
CRFR2-BP antag – blocks CRF-induced signaling of the CRF-BP/CRF-R2 complex; HEK293 CRF-R2/CRF-BP, CRF-induced calcium fluorescence; inhibition, % at 11.8 µM; hit rate 0.59% among 350,000; AID 588475;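 active means inhibition of the ligand-induced calcium signal above about 50% at the single tested concentration, limit read from the data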
CRFR2-BP ag – agonists of human CRF-binding protein/CRF-R2 receptor complex; hit rate 0.46% among 350,000; HEK293 CRF-R2/CRF-BP, calcium dye fluorescence (FLIPR); percent of saturating CRF peptide response; activation, % at 13.2 µM;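 active means activation of at least 50%, plus an integration ratio under a set limit after plate pattern correction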;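 further: plate controls were neutral control wells without compound for no effect and CRF at EC100 for full effect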
CHRM4 PAM – positive allosteric modulators of human muscarinic M4 receptor. CHO-K1 hM4/Gqi5, Fluo-8 calcium fluorescence, ACh EC20; 0% = ACh EC20, 100% = maximal ACh. activation, % at 3 µM. hit rate 0.4% among 360,000. AID 624126;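 active means activation above its plate's cutoff, the mean activation of sample wells plus 3 SD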; further: some results filed as inactive read as strong as hits
Target sequence (P08173 whole entry, looked up): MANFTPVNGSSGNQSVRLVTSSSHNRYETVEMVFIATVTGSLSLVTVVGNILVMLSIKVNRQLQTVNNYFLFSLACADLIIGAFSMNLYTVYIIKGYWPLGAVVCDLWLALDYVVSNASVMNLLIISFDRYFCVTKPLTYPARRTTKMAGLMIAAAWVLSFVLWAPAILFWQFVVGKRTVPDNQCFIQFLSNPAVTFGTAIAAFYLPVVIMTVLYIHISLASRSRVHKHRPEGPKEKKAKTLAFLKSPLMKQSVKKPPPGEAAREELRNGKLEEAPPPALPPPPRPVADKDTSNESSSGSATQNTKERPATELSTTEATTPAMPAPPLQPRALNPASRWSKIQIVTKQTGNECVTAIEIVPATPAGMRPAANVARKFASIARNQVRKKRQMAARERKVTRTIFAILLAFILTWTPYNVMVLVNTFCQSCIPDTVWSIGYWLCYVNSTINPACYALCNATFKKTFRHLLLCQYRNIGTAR
MEKK3 PB1 HTS – modulators (inhibitors or enhancers) of MEK5 binding to human MEKK3 PB1 domain; Q99759; bead-based flow cytometry, Alexa488-MEK5 binding to MEKK3; actives lie on both sides; 0 = blocked by unlabeled MEK5, 100 = vehicle; binding response (% of control), % at 10 µM; hit rate 1.4% among 290,000; AID 1529;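 active means binding response more than 3 SD above or below the average of its plate-row segment, actives on both sides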;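 further: Alexa488 bead fluorescence after subtracting the streptavidin-only scavenger bead signal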
PHOSPHO1 block – PHOSPHO1 (human) inhibition; Q8TCT1; recombinant PHOSPHO1, absorbance phosphatase assay; inhibition, % at 13.3 µM; hit rate 1.1% among 290,000; in the data active means inhibition above about 60%
Target sequence (Q8TCT1 whole entry, looked up): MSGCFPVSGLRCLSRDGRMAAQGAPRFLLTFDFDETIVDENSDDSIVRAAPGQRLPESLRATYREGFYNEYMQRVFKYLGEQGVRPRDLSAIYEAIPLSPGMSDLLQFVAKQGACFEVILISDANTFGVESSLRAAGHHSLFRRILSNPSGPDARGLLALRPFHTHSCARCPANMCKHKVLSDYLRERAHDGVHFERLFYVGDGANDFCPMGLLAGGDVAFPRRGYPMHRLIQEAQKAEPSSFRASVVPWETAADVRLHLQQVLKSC
GalR3 antag – blocks the human galanin receptor 3. AID 651719. hit rate 0.44% among 360,000. inhibition, % at 3 µM. HEK293 GalR3-CNG cAMP membrane potential fluorescence; galR3 body fused to GalR1 C-terminus. O60755;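 active means inhibition above the screen-wide average plus 3 SD, cut at about 13% in these data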;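 further: forskolin and galanin both at EC90 stimulate the cells; cAMP rise reported by CNG channel membrane potential dye signal; 0% = forskolin plus galanin with DMSO and 100% = forskolin alone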
Target sequence (O60755 1-299 limits assumed): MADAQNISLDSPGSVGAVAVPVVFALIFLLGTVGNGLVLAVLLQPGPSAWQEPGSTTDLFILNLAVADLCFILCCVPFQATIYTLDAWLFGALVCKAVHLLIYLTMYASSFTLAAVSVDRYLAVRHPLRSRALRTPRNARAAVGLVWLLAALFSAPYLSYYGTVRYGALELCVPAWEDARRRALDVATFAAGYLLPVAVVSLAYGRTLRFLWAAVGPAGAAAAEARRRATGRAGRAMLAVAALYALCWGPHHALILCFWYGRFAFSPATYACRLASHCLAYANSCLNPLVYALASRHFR
IDE cell activ – IDE (human) activation, cell-based; P14735; HEK cells, FAbeta-B cleavage, fluorescence polarization; 0% vehicle, 100% cell-free pure enzyme wells; activation, % at 5.96 µM; hit rate 0.073% among 340,000;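 active means activation above the mean of all tested compounds plus 3 SD, set per screening campaign, cut at about 17% in these data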
Starred values were filed as active, the others as inactive; / = no result given.

Order of results: IDE inh, pCIP destab, CRFR2-BP antag, CRFR2-BP ag, CHRM4 PAM, MEKK3 PB1 HTS, PHOSPHO1 block, GalR3 antag, IDE cell activ
1	COc1ccc(C(=O)Nc2ccc(S(=O)(=O)NC(C)C)cc2)cc1
    3, 6, 4, -2.1, 0, 97, -8, -1, 1
2	OCCC1CN(Cc2cc3ccccc3o2)CCN1Cc1ccc(F)cc1 (configuration not stated)
    3, -2, 0, 2.5, 11, 104, 25, -4, 0
3	COc1cc(OC)nc(/N=C/N(C)C)n1
    /, 0, -13, 0.3, -3, 102, 34, -1, -1
4	O=C(CCNS(=O)(=O)c1cccc(C(F)(F)F)c1)NCc1ccco1
    1, /, 49, -1.1, 5, /, /, -5, 3
5	C=C(C(=O)c1ccccc1)C(CC(=O)c1ccccc1)c1ccccc1 (configuration not stated)
    -6, 5, 46, 6.3, -4, 103, 2, -2, 4
6	CCC(C)N(C(=O)COC(=O)c1cc([N+](=O)[O-])ccc1N)C1CCS(=O)(=O)C1 (configuration not stated)
    1, -16, 5, -0.6, -3, 104, 23, -5, 2
7	COc1cccc(OCc2nnc3n2N=C(c2ccccc2)C(CC(=O)O)S3)c1 (configuration not stated)
    -6, -6, -2, 0.5, -5, 101, -19, 1, -1
8	CCOc1cc(CNc2ccc(Br)cc2)cc(Br)c1OCC(=O)NC(C)(C)C
    -1, 3, 14, -1.5, 28, 100, 10, -7, 1
9	CC(=O)NNC(=O)CCn1c2c(c3ccccc31)CCCC2
    -1, 3, 3, -0.3, -10, 103, 28, -3, 6
10	COc1ccc(-c2ccc(CN3C(C)C(=O)N(Cc4cn(CCC5OCCO5)nn4)CCS3(=O)=O)cc2)cc1 (configuration not stated)
    /, /, 1, 0.2, -6, /, /, -9, /
11	Clc1ccc(Oc2nc3c(Cl)cccc3s2)cc1Cl
    -1, -14, -23, 6.4, -4, 87, 10, -5, 2
12	COCCNc1ncnc2c1cnn2Cc1ccccc1Cl
    -5, -3, 11, -0.1, -2, 101, 50, -11, 2
13	CCn1c(SCC(=O)Nc2nonc2C)nnc1-c1ccco1
    1, 1, -41, 0.5, 0, 96, 2, -4, 7
14	CC(C)(C)c1ccc(OCC(O)CN2CCCC2)cc1 (configuration not stated)
    7, 5, -5, -0.4, 9, 108, 29, -8, -5
15	O=C1OC(c2ccccc2)c2ccc3ccccc3c21 (configuration not stated)
    2, 4, 35, -0.5, -3, 89, -7, -12, 4
16	C=CCn1c(COc2ccccc2F)nnc1SCC(=O)Nc1cc2oc3ccccc3c2cc1OC
    -3, -1, -3, 0.1, 14, 109, 26, -2, 5
17	CSCC[C@H](NC(=O)OC(C)(C)C)C(=O)N1CCC(C(=O)N[C@@H](C)C(=O)NCc2ccc(F)cc2)CC1
    -1, -2, -2, -1.3, 7, 100, 23, -1, 5
18	CCOc1ccccc1NC(=O)CCS(=O)(=O)c1ccc(OC)cc1
    -2, 13, 25, -0.6, 6, 94, -13, 6, -1
19	Cc1ccc(C2NC(=NCc3ccccc3)Nc3nc(C)cc(=O)n32)cc1 (configuration not stated)
    -6, -100, 9, -1.6, -4, 90, 24, -2, 7
20	N#Cc1nc(-c2ccc(OCc3ccc(Cl)cc3)cc2)oc1N1CCC(C(N)=O)CC1
    8, -11, 5, -1.5, -2, 101, -11, -2, 0
21	O=C(C1CCN(S(=O)(=O)c2cccc3cccnc23)CC1)N1CCN(c2ccccn2)CC1
    4, -2, 8, -0.7, -4, /, 58, -4, -12
22	CC1(C)COC(Cc2ccccc2)=N1
    /, /, 5, -2.6, 3, /, /, 8, /
23	CSc1nncc(-c2ccc(F)cc2)n1
    1, -18, 5, -2.1, -1, 76, 36, -5, 4
24	CN(C)c1ccnc2sc3c(=O)n(Cc4ccccc4)cnc3c12
    -1, -8, -11, 2.1, 14, 104, -50, /, 2
25	C/C(=N/NC(=O)c1ccncc1)c1cc2ccc(O)cc2oc1=O
    21*, 0, -38, 191*, -6, 103, -9, 2, -17
26	COC(=O)c1scc(S(=O)(=O)C(C)C)c1N/N=C(\C#N)C(=O)c1ccc(Cl)cc1
    1, -19, 12, 19, -27, 102, 27, 4, 3
27	CCOC(=O)N1CCN(CC(O)c2ccc3c(c2)CCN3)CC1 (configuration not stated)
    -1, -17, 12, 0.4, -2, 99, 6, -6, 8
28	CC(=O)c1ccc(S(=O)(=O)N2CCCC2)cc1
    2, 12, 3, -0.8, 10, 106, -11, -8, 8
29	COc1ccc(C(=O)Oc2cc(/C=N/NC(N)=S)ccc2OC)cc1
    -2, -9, -7, 0.7, 2, 89, -21, 0, 2
30	CC(=O)Nc1c(Cl)cc2c(c1Cl)Cc1cc(C#N)ccc1-2
    /, /, 10, 4.7, 0, /, /, -4, -2

Quoted at random: 2 compounds from above
Order of results: IDE inh, pCIP destab, CRFR2-BP antag, CRFR2-BP ag, CHRM4 PAM, MEKK3 PB1 HTS, PHOSPHO1 block, GalR3 antag, IDE cell activ
20	N#Cc1nc(-c2ccc(OCc3ccc(Cl)cc3)cc2)oc1N1CCC(C(N)=O)CC1
    8, -11, 5, -1.5, -2, 101, -11, -2, 0
11	Clc1ccc(Oc2nc3c(Cl)cccc3s2)cc1Cl
    -1, -14, -23, 6.4, -4, 87, 10, -5, 2

Next structures follow:
Order of results: IDE inh, pCIP destab, CRFR2-BP antag, CRFR2-BP ag, CHRM4 PAM, MEKK3 PB1 HTS, PHOSPHO1 block, GalR3 antag, IDE cell activ
31	Cc1nnc(SCC(=O)Nc2ccccc2NC(=O)CSc2nnc(C)s2)s1
    6, -6, 17, 2.2, 3, 102, 2, -1, 4
32	CCOc1ccc(-c2nc(CS(=O)(=O)CC(=O)NCc3ccc(F)cc3)c(C)o2)cc1
    4, -10, 16, -2.2, -4, 101, 15, /, 5
33	Cc1cccc(N(C(=O)c2sc(C)nc2C)C(C(=O)NCC2CCCO2)c2ccccc2)c1 (configuration not stated)
    -1, -5, 55*, -2.3, 0, 102, 16, -4, -5
34	CS(=O)(=O)C1=NSC2=NC(=O)/C(=C\c3ccc(OC(=O)c4ccco4)c(Br)c3)C(=N)N21
    13, -34, -32, 23, 7, 100, 34, -2, -36
35	Cc1ccc(Cl)cc1N1CCN(S(=O)(=O)c2ccc3c(c2)NC(=O)C(C)C(=O)N3)CC1 (configuration not stated)
    -4, -11, -13, 11, 11, 103, 23, /, 3
36	CCCOc1ccc(Cl)cc1CN1CCOCC1
    2, -5, -12, 0.7, 3, 98, -6, 3, 2
37	COc1cc(SC)ccc1C(=O)Nc1c(C)cccc1C
    5, -7, 16, -4.1, -3, 96, 37, 0, 4
38	CC(C)[C@@H](C(=O)OCC(=O)c1ccc2c(c1)NC(=O)CO2)N1C(=O)c2ccccc2C1=O
    /, /, 3, -2.2, 0, /, /, 42*, 6
39	Cc1ccc(-c2c3c([nH]c(=S)c2C#N)CCCC3)o1
    3, -3, 10, -0.7, -7, 96, 84*, -3, -13
40	CC12c3ccccc3C(c3ccccc31)C1C(=O)N(c3ccncc3)C(=O)C12 (configuration not stated)
    -6, -1, 7, 1.6, 8, 104, 6, -6, -5
41	CC(C)(C)NC(=O)NC(=O)COC(=O)CCCc1c[nH]c2ccccc12
    2, -3, -37, -0.8, -6, 104, 26, -5, 5
42	Cc1cc2ncn(/N=C/c3ccc4c(c3)OCO4)c2cc1C
    6, 4, -22, 5.3, 4, 106, 12, -5, 0
43	Cc1nc(SCC(=O)N(C)C2(C#N)CCCCC2)c2ccccc2n1
    -2, /, -1, -1.9, -3, /, /, -5, -4
44	CC(=O)c1cccc(Nc2ccc(-c3ccccc3F)nn2)c1
    -2, 15, 1, -0.7, -1, 83, 28, 1, 5
45	O=C(Nc1ccc(OCC(F)(F)C(F)F)c(C(F)(F)F)c1)c1ccc(Cl)cc1
    11, /, -11, 6.7, -14, 107, /, -6, 0
46	Cc1cccc(Cl)c1NC(=S)NCCc1ccccn1
    5, 12, 18, -0.6, 6, 100, -13, -4, -1
47	Cc1ccccc1C(=O)O/N=C1\CCS(=O)(=O)c2sccc21
    1, -7, -18, 1.9, 0, 105, 25, -2, 8
48	COc1ccccc1N(C)S(=O)(=O)c1ccc(C(=O)Nc2cccc(S(=O)(=O)N3CCOCC3)c2)cc1
    /, /, -2, 2.0, -11, /, /, 0, 1
49	CCSc1nsc(NC(=O)Nc2ccccc2F)n1
    -3, 22, -7, 13, -7, 103, /, -14, -4
50	CN(C)C(CNC(=O)c1cccc(C#N)c1)c1ccco1 (configuration not stated)
    -1, 19, 2, -0.1, 3, 100, 20, -2, 8
51	CCCCOc1ccc(NC2=NC3(CCCC3)N=C(N)N2)cc1
    -3, 0, -8, 1.8, -6, 105, 13, -2, 0
52	Cc1ccc(S(=O)(=O)Nc2ccc(Br)cc2/C=N/n2cnnc2)cc1
    -2, -10, -3, 3.5, 19, 104, 18, -9, 2
53	COc1ccc(NC(=O)COC(=O)c2cc3c(s2)CCC3)cc1
    -3, /, -6, 0.0, -1, /, /, /, 0
54	Cc1ccc(C)c(N2CCN(C(=O)CCc3nc(-c4cccc(Br)c4)no3)CC2)c1
    /, /, 0, 3.6, 4, /, /, -6, 2
55	O=C(CCN1CCN(C/C=C/c2ccccc2)CC1)Nc1ccccc1Cl
    -5, -3, -12, -0.4, -6, 104, 29, -10, 4
56	CC1=NC(=O)C(N=Nc2ccccc2C(=O)O)N1c1ccccc1 (configuration not stated)
    /, -8, 21, -0.7, 9, 102, -25, -6, /
57	COc1cc(C(=O)N2CCN(C(=O)COc3ccc4ccccc4c3)CC2)cc(OC)c1OC
    1, -3, -2, -1.5, -2, 104, -18, -3, 3
58	CC(=O)N1C2=CCCC3CCCCC23c2ccccc21 (configuration not stated)
    /, /, 9, 0.5, 0, /, /, 0, -4
59	CC1=CC(C)(C)N(C(=O)c2ccccc2)c2ccc(C)cc21
    /, 1, -49, 67*, -5, /, 19, -6, 2
60	COC(=O)CN1C(=O)COc2ccc(S(=O)(=O)NCc3ccc(Cl)cc3)cc21
    0, 2, 99*, 1.0, 4, 99, 48, -2, 4

Order of results: IDE inh, pCIP destab, CRFR2-BP antag, CRFR2-BP ag, CHRM4 PAM, MEKK3 PB1 HTS, PHOSPHO1 block, GalR3 antag, IDE cell activ
61	c1ccc(CNc2nc(NCc3ccccc3)c3ccccc3n2)cc1
    -5, -7, -13, 27, -17, 106, 46, /, 2
62	CN1/C(=C\C=[N+](C)c2ccccc2)C(C)(C)c2ccccc21
    -2, -10, -12, -0.8, 5, 96, -50, -8, 6
63	CC1(C)CC(NC(=O)C(F)(F)F)CC(C)(C)N1OC(=O)c1ccco1
    1, -7, 8, 1.4, -3, 103, 11, -4, 2
64	CC(=O)c1ccc(NCC(=O)N2CCN(c3ccccc3)CC2)cc1
    21*, -3, -17, 0.1, 2, /, 98*, -4, -17
65	O=C(COC(=O)CSc1ccc(F)cc1)NCC1CCCCC1
    -6, 8, 26, 0.7, 15, 104, -29, 5, -2
